Source: PubChem BioAssay (several laboratories)
M17LAP inhibition: P. falciparum M17LAP inhibitors, primary screen, biochemical, fluorogenic H-Leu-NHMec substrate, 1536-well (AID 1619); 220,000 compounds, 0.38% hits; recombinant M17LAP, H-Leu-NHMec fluorogenic kinetic assay; higher % means a stronger effect; inhibition, % at 30 µM; hits with a dose series show IC50 in µM;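 active = compound inhibiting the enzyme by more than half at any dose during confirmatory dose-response retesting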;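 note: plate controls were full reaction with DMSO carrier for no effect and no enzyme background for full effect; strong numbers were not always called active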
Dynein cargo inh: blocks dynein driven cargo transport along microtubules. 3617.4 mouse cells, GR-EGFP nuclear translocation imaging; test concentration mostly 20 µM; stimulated with dexamethasone, 1 µM; active compounds read low. 220,000 compounds, 0.47% hits. z-score, hits read low. AID 1381;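 active = plate z-score of nuclear minus cytoplasmic receptor signal below a set negative limit, without overly bright fluorescence or cell loss, cut at about -3.5 in these data, passing the limit was not always enough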;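 note: z-score of nuclear minus cytoplasmic ring GR-EGFP intensity difference per well; some compounds called inactive have numbers as strong as hits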
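Buffer or medium – tet-free medium with charcoal-stripped serum · Signal – automated 10x imaging of fixed Hoechst-stained cells · Also added – dexamethasone agonist, 1.0 µM final, for 30 min · Incubation – induction 48 h, compound 1 h, agonist 30 min · Read-out – GR-EGFP nuclear translocation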
human PMI inhibition: inhibitors of human PMI, primary screen, biochemical, fluorescence intensity, coupled assay (AID 1209). purified PMI enzyme, coupled fluorescence intensity; higher % means a stronger effect. inhibition, % at 20 µM, or IC50 in µM where a hit was titrated. 190,000 compounds, 0.42% hits;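 note: plate controls were DMSO vehicle for no effect and wells lacking substrate for full effect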
M1AAP inhibition: malaria alanyl aminopeptidase activity blockers – biochemical, fluorogenic H-Leu-NHMec substrate, 1536-well (AID 1445); 220,000 compounds, 0.42% hits; inhibition, % at 30 µM; hits with a dose series show IC50 in µM; recombinant M1AAP, H-Leu-NHMec fluorogenic kinetic assay; higher % means a stronger effect;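 active = primary inhibition above the hit cutoff, then over 50% inhibition at one or more dose response concentrations, cut at about 23% in these data, passing the limit was not always enough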;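 note: plate controls were DMSO full reaction for no effect and no enzyme background for full effect; strong numbers were not always called active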
AID2073: disruptors of CaV2.2 binding to Mint1 – biochemical, HTRF (AID 2073) | HTRF protein-protein interaction, Mint1-CaV2.2; higher % means a stronger effect | one-dose inhibition, % at 20 µM; IC50 in µM for titrated hits | 290,000 compounds, 0.19% hits; in the data active = inhibition mostly above about 51%, no sharp cut-off; note: some results filed as inactive read as strong as hits
SIAH1 antagonists: Siah-1 peptide-binding antagonists, primary screen, biochemical, fluorescence polarization, rhodamine-plectin, uHTS (AID 1817); Siah-1 / rhodamine-plectin peptide fluorescence polarization; higher % means a stronger effect; displacement, % at 20 µM; hits with a dose series show IC50 in µM; 290,000 compounds, 0.02% hits;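 active = displacement of at least 50% at 20 µM, with a fluorescence ratio check between 0.3 and a set limit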;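 note: plate controls were Siah plus tracer with DMSO for no effect and tracer alone without Siah for full effect; strong numbers were not always called active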
LYP inhibition: PTPN22 lymphoid phosphatase activity blockers – biochemical, fluorescence intensity, uHTS (AID 1779); recombinant LYP phosphatase, fluorescence intensity; higher % means a stronger effect; one-dose inhibition, % at 11.5 µM; IC50 in µM for titrated hits; 290,000 compounds, 0.054% hits;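 note: plate controls were vehicle with enzyme for no effect and no enzyme for full effect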
human PMI inhibitors: MPI inhibition at elevated mannose 6-phosphate – biochemical, fluorescence intensity, high mannose 6-phosphate, primary screen (AID 1220); recombinant PMI enzyme, coupled fluorescence intensity; higher % means a stronger effect; inhibition, % at 20 µM, or IC50 in µM where a hit was titrated; 190,000 compounds, 0.66% hits
XIAP antagonists: small molecules displacing peptide from XIAP – biochemical, IAP family, fluorescence polarization (AID 1018). XIAP BIR domain, fluorescence polarization peptide displacement; higher % means a stronger effect. displacement, % at 20 µM, or IC50 in µM where a hit was titrated. 200,000 compounds, 0.007% hits; in the data active = displacement above about 50%; note: a part of the inactive calls stands beside numbers as strong as those of hits
Dynein cargo inh cytoplasmic EGFP: further read-out of Dynein cargo inh, marked with its call; z-score; measured here: cytoplasmic GR-EGFP intensity; active compounds read high
Dynein cargo inh nuclear GR-EGFP: also measured in Dynein cargo inh; calls as there; z-score; measured here: nuclear GR-EGFP intensity;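 lower value marks the stronger effect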
Dynein cargo inh cell count: also measured in Dynein cargo inh; calls as there; z-score; measured here: cell count per field
* hit, by the source's call; x = not tested or not shown. Cut-off read from the data, not from the text of the source, unless noted: active = inhibition above about 50%; inactive = the rest. Compounds as they come. About 2.1% of those tested had a hit in this group.

SMILES	M17LAP inhibition	Dynein cargo inh	Dynein cargo inh cytoplasmic EGFP	Dynein cargo inh nuclear GR-EGFP	Dynein cargo inh cell count	human PMI inhibition	M1AAP inhibition	AID2073	SIAH1 antagonists	LYP inhibition	human PMI inhibitors	XIAP antagonists
CN1CCN(S(=O)(=O)c2ccc(NC(=S)NC(=O)C3CCCC3)cc2)CC1	-4.0%	0.146	-0.19	0.205	0.377	2.8%	-0.8%	-13.4%	4.1%	-2.6%	1.4%	-5.3%
CCOc1cc2[nH]c(=O)n(CCC(=O)NCCc3ccccc3)c(=O)c2cc1OCC	-0.5%	-0.243	0.0235	0.344	0.535	-0.1%	-0.2%	20.8%	-4.8%	-4.1%	-4.5%	-5.3%
NC1CCN(c2c(F)cc3c(=O)c(C(=O)O)cn(C4CC4)c3c2Cl)C1 (stereo unspecified)	14.0%	0.318	-0.238	0.0698	0.371	x	0.1%	4.6%	-5.2%	-11.2%	x	x
CCCCCCSc1nnc(N)s1	0.4%	-0.197	-0.275	-0.333	1.16	x	8.3%	-2.3%	0.5%	-5.1%	x	x
CCCn1c(SCC(=O)NC)nnc1C(C)C	-1.9%	0.378	-0.204	0.216	-1.53	0.7%	4.1%	-4.3%	0.4%	-12.1%	1.2%	-1.2%
CCOc1nc(-c2ccccc2O)nc2ccccc12	-6.2%	-1.07	-0.175	-0.686	1.23	14.8%	-5.2%	14.9%	0.4%	1.7%	15.8%	-2.9%
Cc1ccc(S(=O)(=O)N(C)c2ccc(OCC(=O)OCc3c(C)noc3C)cc2)cc1	-8.1%	0.175	-0.239	0.377	1.31	9.5%	2.4%	3.5%	-4.0%	4.8%	10.7%	-4.7%
COc1ccc(-c2cc(C(=O)NNC(=S)NC(=O)c3c(-c4ccccc4)noc3C)[nH]n2)cc1	10.2%	-0.226	-0.297	0.0319	0.497	-1.1%	1.6%	14.8%	-12.3%	5.6%	-12.3%	-4.5%
COc1cc([C@@H]2c3cc4c(cc3[C@@H](O)[C@H]3COC(=O)[C@H]23)OCO4)cc(OC)c1O[Si](C)(C)C(C)(C)C	-3.6%	1.91	-0.781	0.865	-0.24	x	0.2%	16.9%	2.9%	11.7%	x	x
N#Cc1c(N)n(CCNC(=O)c2cccs2)c2nc3ccccc3nc12	-365.5%	1.42	0.335	1.11	-0.642	22.8%	4.5%	24.0%	5.0%	-17.2%	16.7%	-4.7%
COc1cc(/C=N/N2C(=O)CSC2=S)cc(Br)c1O	4.0%	0.0367	-0.279	0.287	0.426	14.2%	107µM*	31.1%	-21.8%	0.4%	19.8%	-42.3%
CC(=O)Nc1cccc(C(=O)OCc2ccc([N+](=O)[O-])cc2)c1	1.2%	-0.936	-0.281	-0.493	0.796	9.7%	0.9%	-4.8%	16.7%	-2.5%	0.9%	-3.2%
CSc1nnc(-c2ccc(O)cc2)n1C	5.4%	-0.111	-0.17	0.153	-0.422	2.0%	9.6%	0.1%	1.1%	-3.7%	2.6%	-4.7%
CCOC(=O)Cn1c(=O)oc2cc(S(=O)(=O)N3CCN(c4ccccn4)CC3)ccc21	3.4%	-0.236	-0.294	-0.129	0.62	1.1%	-2.5%	11.3%	6.5%	-9.0%	-6.5%	-2.1%
O=c1c(-c2cccc3ccccc23)[n+]([O-])c2ccccc2n1O	20.2%	0.707	-0.145	-0.696	0.514	8.8%	10.9%	-6.9%	1.9%	-0.5%	36.8%	-15.7%
COc1ccc(/C=N/NC(=O)c2cc(O)c(O)c(O)c2)cc1Cn1cc([N+](=O)[O-])cn1	16.4%	0.638	-0.262	-0.0855	-1.06	12µM*	92.6µM*	40.9%	38.4%	0.0%	23.3%	-7.2%
O=C(COC(=O)c1ccccc1Oc1ccccc1)NC1CCS(=O)(=O)C1 (stereo unspecified)	1.2%	-0.0631	-0.213	-0.684	0.0491	15.6%	4.7%	-3.6%	1.8%	-3.5%	14.9%	1.1%
CCOC(=O)CC1C(=O)NCCN1c1nc2ccc(C)cn2c(=O)c1/C=C1\SC(=S)N(CC(C)C)C1=O (stereo unspecified)	14.5%	-4.24	12.3	0.107	0.0392	x	35.7µM*	29.7%	24.3%	4.8%	x	x
O=[N+]([O-])c1cc(S(=O)(=O)N2CCCC2)ccc1N/N=C1/CCCc2ccccc21	-7.7%	-0.289	-0.276	-0.396	0.143	-4.9%	0.1%	-5.0%	-4.7%	-5.8%	9.0%	-20.4%
CC1=CC(=O)C(C(C)C)=C/C1=N\OC(=O)c1cccc2nc(C)oc12	1.0%	-0.356	0.202	-0.182	-0.313	0.0%	6.2%	32.7%	2.8%	1.5%	9.2%	-4.6%
COC(=O)c1[nH]c2cc(C)ccc2c1NC(=O)CN1CCN(C(=O)c2ccco2)CC1	15.3%	-0.201	-0.0593	0.123	-0.0579	4.5%	3.1%	-18.8%	0.6%	2.5%	4.0%	-3.9%
COC(=O)c1cc(C#N)c(=O)[nH]c1C	-3.7%	-0.08	-0.233	0.289	-0.791	-5.5%	5.2%	-4.1%	1.3%	4.3%	1.0%	-4.2%
Cc1c(-c2cccc(Cl)c2)nc2ccccc2c1C(=O)OCC(=O)N(C)C1CCS(=O)(=O)C1 (stereo unspecified)	-4.6%	-0.207	-0.286	-0.0659	0.699	3.3%	2.5%	2.0%	1.7%	7.4%	2.1%	-2.2%
CN(C)c1ccc(N2CN=C3SCC(=O)N3C2)cc1	2.5%	1.35	0.13	0.713	-2	20.8%	8.5%	-22.8%	-3.0%	-8.5%	44.5%	-1.0%
Cc1nc(N)c(CC(Br)CBr)c(Cl)n1 (stereo unspecified)	6.0%	0.274	-0.256	0.651	-0.311	x	-1.1%	2.7%	9.1%	-9.8%	x	x
O=S(=O)(Nc1ccccc1O)c1ccc(Cl)nc1	-1.0%	-0.801	-0.176	-0.42	0.47	x	9.2%	8.1%	0.7%	-8.1%	x	x
COC(=O)N1CCN(c2ccc(Cl)c(Cl)c2)CC1	-2.7%	-0.631	-0.144	-0.246	-0.307	18.5%	-0.5%	-2.6%	-1.0%	-4.9%	14.3%	-2.0%
CC(C)N1CCC(NC(=O)Nc2ccc3c(c2)OCO3)CC1	2.2%	-0.555	-0.331	-0.239	0.832	0.4%	0.1%	-8.1%	-0.9%	-7.6%	-4.4%	-13.1%
CCOc1ccc(Cl)cc1/C=N/NC(N)=O	0.7%	-0.716	-0.257	-0.37	0.766	0.5%	9.1%	-9.1%	-4.9%	-5.8%	-3.6%	1.0%
Cc1nc2ccccc2c2oc(C(=O)NCc3ccccn3)cc12	7.8%	0.484	-0.175	0.603	1	9.7%	4.1%	8.4%	5.3%	-9.0%	4.9%	-2.3%
N#CCCN(Cc1cccs1)C(=O)Nc1ccc(F)cc1	4.6%	-0.28	-0.236	0.746	0.264	x	6.7%	-6.1%	16.4%	-9.5%	x	x
C=C(C)CC1N(c2cccc(OC)c2)C(=O)[C@@H]2C(C(=O)O)[C@H]3C=C[C@@]12O3 (stereo partly specified)	0.7%	-0.361	-0.223	0.0628	0.0177	3.9%	4.0%	-3.3%	-0.6%	-11.2%	9.8%	-1.7%
O=C(NCc1ccco1)/C(=C\c1ccco1)NC(=O)c1ccc(Br)o1	35.9%	1.06	-0.205	0.277	-1.08	-3.5%	9.2%	15.0%	4.5%	-3.7%	11.1%	-3.3%
O=C(CSCc1ccccc1)Nc1ccc(S(=O)(=O)N2CCOCC2)cc1	1.3%	0.339	-0.2	-0.0231	-0.0648	22.5%	-1.1%	-3.1%	-0.3%	-2.3%	12.2%	0.6%
C=CCOc1cccc(C2C(C(=O)c3ccco3)=C(O)C(=O)N2CCN(CC)CC)c1 (stereo unspecified)	14.1%	0.42	-0.161	-0.0238	-0.26	-4.5%	-4.0%	-3.3%	-2.4%	-5.8%	10.6%	-4.9%
CCN(CC)S(=O)(=O)c1cccc(C(=O)N[C@H](C(=O)Nc2nc3ccccc3s2)C(C)C)c1	-1.2%	1.92	-0.186	0.915	-0.886	9.5%	-4.1%	11.7%	4.6%	0.8%	10.1%	-3.4%

Structures above shown as hits in human PMI inhibition.
SMILES	M17LAP inhibition	Dynein cargo inh	Dynein cargo inh cytoplasmic EGFP	Dynein cargo inh nuclear GR-EGFP	Dynein cargo inh cell count	human PMI inhibition	M1AAP inhibition	AID2073	SIAH1 antagonists	LYP inhibition	human PMI inhibitors	XIAP antagonists
COc1ccc(/C=N/NC(=O)c2cc(O)c(O)c(O)c2)cc1Cn1cc([N+](=O)[O-])cn1	16.4%	0.638	-0.262	-0.0855	-1.06	12µM*	92.6µM*	40.9%	38.4%	0.0%	23.3%	-7.2%

Next part
SMILES	M17LAP inhibition	Dynein cargo inh	Dynein cargo inh cytoplasmic EGFP	Dynein cargo inh nuclear GR-EGFP	Dynein cargo inh cell count	human PMI inhibition	M1AAP inhibition	AID2073	SIAH1 antagonists	LYP inhibition	human PMI inhibitors	XIAP antagonists
O=C(NNC1=NCCC1)c1ccc(Br)cc1	-8.1%	-0.68	-0.182	-0.243	0.499	-3.2%	6.2%	2.6%	0.6%	-8.2%	4.2%	-3.3%
Cc1c(NC(=O)c2ccc(Br)o2)c(=O)n(-c2ccccc2)n1C	9.3%	0.427	-0.102	0.612	0.6	17.4%	19.1%	6.0%	-0.5%	-1.1%	10.4%	-11.0%
C/C(CC(C)C)=N\NC(=O)Nc1ccccc1	16.3%	-0.959	-0.261	-0.197	1.03	-5.3%	-1.5%	-6.4%	-6.4%	-8.3%	-12.8%	-6.3%
O=C(NCc1cn(-c2ccccc2)nc1-c1ccc(F)cc1)c1cccc([N+](=O)[O-])c1	6.6%	0.287	-0.246	0.056	-0.244	17.6%	-0.1%	2.7%	40.8%	3.3%	9.8%	0.9%
CCS(=O)(=O)N1N=C(c2ccccc2)CC1c1ccc2nccnc2c1 (stereo unspecified)	4.0%	0.63	0.1	0.0184	-1.73	3.8%	-0.7%	2.7%	-1.1%	-6.8%	-2.3%	-12.7%
O=C(Nc1cccc([N+](=O)[O-])c1)C(=O)N1CCCCC1	3.5%	1.13	-0.248	0.718	-0.768	12.2%	-1.0%	6.9%	-7.0%	-3.1%	12.2%	-0.9%
COc1ccc(C(=O)NNC(=S)NC(=O)c2ccc(Br)o2)cc1OC	-1.0%	0.593	0.079	0.153	-0.385	1.1%	-5.4%	-6.2%	-11.3%	1.7%	-11.3%	-2.0%
O=C(CSc1nnc(-c2ccncc2)n1-c1ccc(Cl)cc1)N1CCOCC1	5.2%	-0.386	0.0996	-0.17	0.254	13.9%	-2.0%	25.2%	-1.2%	-6.5%	8.3%	1.8%
